Assay outcomes from PubChem BioAssay.
ALDH1A1 block: blocks purified human ALDH1A1 activity; P00352; 220,000 tested, 7.3% active; Potency, µM (titrated, usually from 75.3 µM), for the others: top-dose activity, negative = inhibition, usual class: inhibitors; Purified ALDH1A1, NADH fluorescence, propionaldehyde substrate; active = well fitted inhibition curve with a large enough effect, not every such curve was filed as active; inconclusive = small, poorly fitted or top-dose-only effect, or another doubt; inactive = no such curve, though single readings can be large or run the other way;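 also: plate controls were no enzyme wells and a reference inhibitor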
GAA spleen mod: inhibitors or activators of human alpha-glucosidase in spleen homogenate; human spleen homogenate, 4-MU-alpha-glucoside fluorescence; Potency, µM (highest dose often 79.9 µM), without a hit: top-dose activity change, negative = inhibition, usual class: inhibitors; AID 2112; 240,000 tested, 0.006% active; P10253;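 also: 0% = enzyme with vehicle and -100% = no enzyme basal signal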
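Human spleen homogenate (1 ug) with 4-methylumbelliferyl-alpha-D-glucopyranoside (1 mM final) in 50 mM citrate/phosphate pH 5.0, 0.01% Tween-20; 40 min at 37 C. Stopped at pH 10; 4-MU fluorescence Ex 365/Em 440 nm; AC50 by Hill fit.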
SMN2 splice enh: increases expression of the SMN2 splice variant | HEK293 SMN2-luciferase splicing reporter, luminescence, 30-36 h | AID 1458 | Potency, µM (highest dose often 46.1 µM), without a hit: at the top dose activity change, positive = activation, usual class: activators | 210,000 tested, 2.8% active; also: % of control where 0% means no effect; nearly all actives have a fitted effect of over 55% in size
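HEK293 cells carry an SMN2 minigene-luciferase reporter in which exon 7 inclusion puts luciferase in frame. Cells were seeded at 2000 cells/well, attached for 10-12 hours, then exposed to compounds for 30-36 hours at 37C before ONE-Glo luminescence.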
GAA inh: blocks human lysosomal alpha-glucosidase. P10253. purified human GAA, 4-MU-alpha-glucoside fluorescence. Potency, µM (doses to about 76.9 µM), inactives show at the top dose activity change, negative = inhibition, hits mostly inhibitors. 200,000 tested, 0.005% active. AID 1466;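 also: plate controls were uninhibited enzyme wells for no effect and no-enzyme background for full effect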
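qHTS format, compound range up to 77 uM. Human lysosomal enzyme at 4 nM, 400 uM 4-MU glucoside substrate, pH 5.0, 20 min room temperature; fluorescence after alkaline stop gives activity normalized to controls.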
KDM4E inh: inhibitors of human JMJD2E histone demethylase; JMJD2E catalytic domain, FDH-coupled NADH fluorescence (FDH is formaldehyde dehydrogenase); Potency, µM (series often up to 57.1 µM), for the others: at the top dose activity change, negative = inhibition, usual class: inhibitors; 230,000 tested, 1.6% active; B2RXH2; active = well fitted inhibition curve with a large enough effect, not every such curve was filed as active; inconclusive = small, poorly fitted or top-dose-only effect, or another doubt; inactive = no such curve, though single readings can be large or run the other way;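 also: 0% = wells with enzyme and -100% = buffer wells without enzyme; nearly all actives have a fitted effect of over 50% in size; many of its hits are not listed in these tables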
Target sequence (B2RXH2 1-337 limits assumed): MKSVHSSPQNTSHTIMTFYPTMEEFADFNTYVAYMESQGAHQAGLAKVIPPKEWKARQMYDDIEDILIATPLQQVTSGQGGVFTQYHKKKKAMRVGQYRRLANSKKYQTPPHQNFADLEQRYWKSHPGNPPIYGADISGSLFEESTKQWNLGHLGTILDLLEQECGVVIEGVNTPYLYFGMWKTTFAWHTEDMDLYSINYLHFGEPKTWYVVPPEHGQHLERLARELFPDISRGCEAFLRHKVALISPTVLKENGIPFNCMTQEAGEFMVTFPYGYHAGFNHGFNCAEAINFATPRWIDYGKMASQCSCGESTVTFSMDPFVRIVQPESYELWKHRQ
GoLoco inh red: inhibitors of human Gai1-RGS12 GoLoco interaction (red fluorophore); P63096; Gai1:RGS12 GoLoco peptide FP, rhodamine, 10 min; Potency, µM (series often up to 61.6 µM), for the others: top-dose activity, negative = inhibition, hits mostly inhibitors; 230,000 tested, 0.44% active; active = well fitted inhibition curve with a large enough effect, not every such curve was filed as active; inactive = no such curve, though single readings can be large or run the other way; also: % is scaled to controls: 0 for no effect and ±100 for the full control effect; nearly all actives have a fitted effect of over 30% in size; many of its hits are not listed in these tables
Target sequence (P63096 whole entry, looked up): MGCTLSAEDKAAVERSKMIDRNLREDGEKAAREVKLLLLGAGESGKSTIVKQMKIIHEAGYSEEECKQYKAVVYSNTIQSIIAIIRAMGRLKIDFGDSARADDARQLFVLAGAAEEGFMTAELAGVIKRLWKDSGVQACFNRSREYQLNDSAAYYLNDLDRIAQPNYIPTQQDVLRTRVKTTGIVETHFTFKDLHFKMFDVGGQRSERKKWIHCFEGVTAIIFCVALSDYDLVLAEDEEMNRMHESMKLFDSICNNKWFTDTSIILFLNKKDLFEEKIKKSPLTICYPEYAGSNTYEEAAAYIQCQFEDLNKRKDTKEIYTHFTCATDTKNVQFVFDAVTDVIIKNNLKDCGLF
GLA spleen mod: inhibits or activates alpha-galactosidase in human spleen homogenate; human spleen homogenate, 4MU-alpha-Gal fluorescence, 40 min; Potency, µM (series often up to 80 µM), for the others: top-dose activity change, negative = inhibition, most hits filed as inhibitors; P06280; 240,000 tested, 0.008% active;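 also: 0% = enzyme with vehicle and -100% = no enzyme basal signal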
Target sequence (P06280 32-429 limits assumed): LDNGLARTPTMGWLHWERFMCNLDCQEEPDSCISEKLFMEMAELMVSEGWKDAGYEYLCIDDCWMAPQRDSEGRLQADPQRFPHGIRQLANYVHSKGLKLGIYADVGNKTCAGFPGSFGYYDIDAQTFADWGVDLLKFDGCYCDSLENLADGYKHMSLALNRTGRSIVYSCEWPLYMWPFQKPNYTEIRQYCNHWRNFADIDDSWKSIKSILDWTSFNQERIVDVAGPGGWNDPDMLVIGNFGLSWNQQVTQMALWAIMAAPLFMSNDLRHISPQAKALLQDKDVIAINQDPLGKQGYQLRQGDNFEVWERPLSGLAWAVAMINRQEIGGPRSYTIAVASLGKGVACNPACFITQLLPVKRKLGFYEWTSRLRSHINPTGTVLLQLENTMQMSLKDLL
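Spleen homogenate 1 ug + cpd (titration) + 4-MU-alpha-D-galactopyranoside 1 mM; 37C 40 min; 50 mM citrate/phosphate pH 5.0, 0.01% Tween-20; stop pH 10; fluorescence 365/440; AC50 via Hill.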
GAA glycogen mod: GAA glycogen-cleavage inhibition or activation; recombinant GAA, glycogen substrate, Amplex Red glucose oxidase fluorescence; 300,000 tested, 0.38% active; Potency, µM (top dose mostly 76.4 µM), for inactives: at the top dose activity change, negative = inhibition, most hits filed as inhibitors;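 also: 0% = full enzyme reaction and -100% = no-enzyme basal signal; the screen sought inhibitors and activators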
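Natural-substrate format: glycogen cleavage by 4 nM human enzyme, glucose read by Amplex Red coupling (Ex 573, Em 610 nm). Normalized to enzyme and no-enzyme controls.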
An asterisk follows results filed as active; ? = inconclusive; nt = not tested or not shown; [ ] = remark or other dose. Unless noted, calls follow the shape of the dose curve; as a rule, active = well fitted curve in the direction sought with a large enough effect; inconclusive = small, poorly fitted or top-dose-only effect, or another doubt; inactive = no such curve, though single readings can be large; an effect the other way counts as inactive or inconclusive. Potency is read from the fitted curve at half-maximal effect. These rows are one share of the data, so the mix of outcomes need not match the whole.

cpd	SMILES	ALDH1A1 block	GAA spleen mod	SMN2 splice enh	GAA inh	KDM4E inh	GoLoco inh red	GLA spleen mod	GAA glycogen mod
1	O=C(Cc1ccccc1)NCc1ccc(-n2cccc2)cc1	4%	1%	-5%	10%	-1%	-40%	10%	20%
2	O=C1NC(c2ccccc2OC(F)F)Oc2ccccc21 (configuration not stated)	?	-1%	27%	3%	?	5%	0%	0%
3	CCOc1ccc(NC(=O)c2cc3c(C)nc4ccccc4c3o2)cc1	-9%	0%	-33%[inhibitor]	-12%	?	11%	3%	-10%
4	COc1cc(/C=c2\s/c(=C(/C#N)C(=O)N3CCCC3)n(-c3ccccc3)c2=O)ccc1O	23%	-12%	16%	-12%	-2%	178%[activator]	-1%	-2%
5	COc1ccccc1NC(=S)Nc1ccc2cn[nH]c2c1	-14%	4%	8%	6%	-1%	-2%	5%	-17%
6	CCc1nc2c3cnn(-c4cc(Cl)ccc4C)c3ncn2n1	1%	0%	-17%	-8%	1%	3%	11%	-12%
7	O=c1c2ccccc2nnn1CCO	5%	0%	nt	nt	3%	5%	4%	15%
8	O=C(CSc1ccccc1)NC(=O)NCc1ccccc1	nt	6%	nt	nt	-2%	-9%	13%	4%
9	CC(C)CNC(=O)C(=O)NCc1ccccc1	?	-2%	nt	9%	1%	4%	-2%	2%
10	CCOC(=O)C1(C(=O)OCC)CC1c1ccccc1 (configuration not stated)	9%	1%	8%	10%	5%	-4%	6%	2%
11	O=C(O)Cc1ccc(NC(=O)C2CC=CCC2C(=O)O)cc1 (configuration not stated)	1%	8%	-1%	-6%	4%	-3%	2%	-2%
12	O=C(CSC1=NCCS1)NC(c1ccccc1)c1ccccc1	-3%	-1%	-1%	-3%	2%	11%	0%	-6%
13	COc1cc(CO)ccc1OCc1ccc(Cl)nc1	nt	3%	nt	nt	-6%	11%	4%	3%
14	CCN(CC)S(=O)(=O)c1ccc(C)c(NC(=S)N2CCN(Cc3ccc4c(c3)OCO4)CC2)c1	?	-10%	-73%[inhibitor]	?	8%	5%	-2%	-7%
15	COc1cccc(NC(=O)CCN2CCC(C(N)=O)CC2)c1	5%	-6%	-11%	-3%	5%	-5%	-7%	11%
16	Cc1cccc(OCCCC(=O)N2CCCc3ccccc32)c1C	-1%	-4%	-10%	?	9%	14%	7%	-9%
17	CCCC(=O)N1N=C(c2ccccc2)CC1c1cn(C)c2ccccc12 (configuration not stated)	?	7%	-9%	-2%	?	10%	7%	2%
18	CCOC(=O)C1CCN(C(=O)c2cccc(Cl)c2)CC1	3%	-7%	3%	-9%	8%	-5%	1%	2%
19	COc1cc(/C=N/N2CCOCC2)ccc1OCc1ccc(Cl)cc1	-7%	-1%	11µM*	-6%	-7%	13%	-3%	-14%
20	CCC(C)C1NC(=S)N(Cc2ccccc2)C1=O (configuration not stated)	?	-7%	-15%	?	-6%	6%	-13%	?
21	CCn1c(=O)c(C(=O)CC#N)c(N)n(Cc2ccccc2)c1=O	-4%	5%	nt	-4%[15.4 µM]	-29%	-6%	0%	4%
22	CCOC(=O)N1CCN(Cc2ccc(O)c3ncccc23)CC1	25µM*	-1%	nt	?	13µM*	8%	-4%	0%
23	NC(=O)c1nsc(C(=O)N(CC(=O)NC2CCCC2)c2cnc3ccccc3c2)c1N	nt	-2%	nt	nt	-22%	5%	0%	0%
24	Cc1ccc(NC2=NCCC2)cc1Cl	3%	-1%	6%	0%	-2%	13%	4%	-3%
25	Cc1ccc(-n2c(C)cc(/C=N/NC(=O)Cn3c4ccccc4c(=O)c4ccccc43)c2C)cc1	?	?	-15%	?	?	7%	?	5%
26	Cc1c(NC(=O)c2ccc3ncccc3c2)c(=O)n(-c2ccccc2)n1C	6%	4%	-9%	-5%	2%	4%	-3%	9%
27	CC(=O)c1cc2c(cc1NC(=O)CN1CCCCC1C)OCO2 (configuration not stated)	?	2%	-23%	-5%	?	-18%	2%	22%
28	O=C(OCCN1C(=O)c2cccc3c(N4CCOCC4)ccc(c23)C1=O)c1ccc(Cl)cc1Cl	5%	-18%	-40%[inhibitor]	-3%	8%	18%	3%	-8%
29	Cc1cc(-c2n[nH]c(=S)n2-c2ccccc2)nn1C	?	-1%	11%	1%	3%	-8%	-12%	0%
30	Cc1cc(C)cc(NC(=O)CSc2ncc(S(=O)(=O)c3ccccc3)c(=O)[nH]2)c1	2%	3%	-4%	8%	3%	-1%	2%	-1%

Some values from the list:
Under SMN2 splice enh, Cc1c(NC(=O)c2ccc3ncccc3c2)c(=O)n(-c2ccccc2)n1C shows -9%
Under SMN2 splice enh, Cc1ccc(-n2c(C)cc(/C=N/NC(=O)Cn3c4ccccc4c(=O)c4ccccc43)c2C)cc1 shows -15%

The listing continues:
cpd	SMILES	ALDH1A1 block	GAA spleen mod	SMN2 splice enh	GAA inh	KDM4E inh	GoLoco inh red	GLA spleen mod	GAA glycogen mod
31	Cc1ccc(Nc2ccc([N+](=O)[O-])nc2[N+](=O)[O-])cc1	?	3%	-23%	-9%	-5%	-1%	-3%	4%
32	Cc1ccc2nc(SC(C(=O)c3ccccc3)c3ccccc3)nc(C)c2c1 (configuration not stated)	?	-2%	4%	2%	2%	-3%	-1%	4%
33	Nc1ccc(C(=O)c2cccs2)cc1	-1%	-5%	24%	-2%	4%	3%	1%	0%
34	COc1ccc(Cn2c(-c3ccc(OC)cc3)nc3c(c(=O)c4ccccc4n3C)c2=O)cc1	0.28µM*	3%	9%	3%	0%	3%	5%	-5%
35	CN1C(=O)CSc2ccc(NC(=O)N3CCOCC3)cc21	1%	-17%	7%	0%	2%	5%	-24%	0%
36	O=C(CSCc1ccc(Cl)cc1)Nc1cc([N+](=O)[O-])ccc1O	2%	-23%	-29%	0%	-8%	7%	-4%	20%
37	CCCCN1C(=O)C(O)=C(C(C)=O)C1c1ccccc1 (configuration not stated)	-7%	1%	-14%	1%	-18%	3%	-3%	2%
38	COc1ccc(C2=CC3=C(Br)C(=O)C(C)(OC(=O)CCc4ccccc4)C(=O)C3=CO2)cc1 (configuration not stated)	3%	-1%	1%	nt	-6%	10%	8%	nt
39	CC1CCCCC1NC(=O)CN1C(=O)NC(Cc2ccccc2)(Cc2ccccc2)C1=O (configuration not stated)	-4%	-8%	?	-3%	-3%	-34%	0%	1%
40	CCN(CC)C(=O)CSC1=Nc2ccccc2C2=NC(Cc3c[nH]c4ccccc34)C(=O)N12 (configuration not stated)	1%	-8%	?	?	-7%	-4%	1%	2%
41	CCCOC(=O)NC1CCS(=O)(=O)C1 (configuration not stated)	15%	-2%	4%	-4%	6%	-3%	-21%	4%
42	Cc1ccc(C(C)C)cc1S(=O)(=O)NCc1cccnc1	20µM*	2%	-32%[inhibitor]	5%	-2%	-2%	-1%	2%
43	CC(C)c1nc2oc3c(N(C)CCO)ncnc3c2c2c1CCC2	nt	8%	nt	nt	-18%	14%	5%	-6%
44	CCn1c2ccccc2c2nn(C)c(=N)nc21	8%	-7%	-1%	-5%	3%	-17%	2%	0%
45	O=c1nc2scc(-c3ccccc3)n2c2ccccc12	0%	7%	-11%	2%	?	-6%	5%	5%
46	CCOc1ccc(N/C=C/C(=O)c2ccc3ccccc3c2)c([N+](=O)[O-])c1	-1%	-3%	2.5µM*	-1%	4%	6%	-2%	0%
47	COc1cccc(CN(C)CC(=O)NC(=O)NCc2ccco2)c1	-14%	-5%	-18%	-3%	-1%	7%	2%	-1%
48	CC(=O)NCCn1c(SCC(=O)NCc2ccco2)nc2ccccc2c1=O	-2%	7%	8%	5%	-2%	-1%	-27%	7%
49	Cc1cccc(C2Nc3ccccc3C(=O)N2CCc2ccccc2)n1 (configuration not stated)	?	1%	?	-2%	?	3%	-11%	-8%
50	CC(C)NC(=O)c1ccc(CNC(=O)OCC(F)(F)F)cc1	1%	3%	-6%	-8%	-7%	2%	6%	-4%
51	O=C(Nc1ccc(O)c2c(=O)cc(-c3ccccc3Cl)oc12)c1ccc(Br)cc1	-6%	-1%	nt	nt	nt	6%	-5%	nt
52	COc1ccc(OCC(=O)N2CCN(C(=O)COc3ccccc3)CC2)cc1	3%	3%	1%	-7%	6%	3%	8%	4%
53	Cc1ccnc2nc(C(=O)OCC(=O)c3c[nH]c4ccccc34)nn12	9%	2%	nt	-11%	-14%	29%	-15%	5%
54	CCOc1cc(C=C2C(=O)c3ccccc3C2=O)ccc1OCC(=O)Nc1ccc(C)cc1	15µM*	-5%	nt	-2%	-4%	nt	-8%	0%
55	COc1ccc(-c2noc(COc3ccc(Cl)c(C)c3)n2)cc1	-1%	-4%	-35%	-1%	-8%	-1%	0%	0%
56	COc1ncc2nc(-c3ccccc3)c(=O)n(CCc3ccccc3)c2n1	?	-2%	nt	nt	nt	-5%	-10%	nt
57	CSCC(=O)NS(=O)(=O)c1ccc(C)cc1	-2%	1%	1%	-4%	-3%	9%	-3%	2%
58	Cc1ccc(-c2cc(C(F)(F)F)n3ncc(C(=O)N4CCCCC4c4cccnc4)c3n2)cc1 (configuration not stated)	?	2%	-21%	?	?	2%	-1%	6%
59	CC1CCCC(C)N1C(=O)CSc1nnc(-c2c[nH]c3ccccc23)o1 (configuration not stated)	10µM*	-10%	12%	3%	1%	1%	-2%	0%
60	COC(=O)c1c(NC(=O)CN2C(=O)NC3(CCC(C(C)(C)C)CC3)C2=O)sc2c1CCCCC2 (configuration not stated)	-16%	-6%	-13%	-19%	5%	2%	-1%	-12%
61	CC(C)Cn1c(=O)c2c(nc3n2CCS3)n(C)c1=O	nt	1%	nt	nt	1%	2%	3%	1%
62	CCOc1cc(Br)c(C(=O)O)cc1OCC	9%	2%	4%	2%	-2%	-3%	2%	5%
63	COc1cccc(C(=O)Nc2cccc(C(C)=O)c2)c1	?	-3%	nt	-10%	14%	-1%	-7%	-8%
64	CCNc1nc(NC(C)(C)C)nc(N2CCCCC2)n1	-7%	3%	-32%[inhibitor]	-3%	-1%	2%	4%	1%
65	COc1ccc(/C=N/NC(=O)c2cc(Br)ccc2O)cc1Cn1cc(Cl)cn1	?	-8%	-4%	4%	?	13%	0%	0%
66	CCN(CC)c1ccc(/C=N/n2nnnc2N)c(O)c1	?	-15%	?	-6%	?	-37%	-1%	-2%
67	COc1ccc(NC(=O)CCn2cccc2)cc1	0%	-6%	-4%	-5%	3%	-12%	2%	13%
